Wee1 stabilizer = inhibitors of human Wee1 degradation. P30291. HeLa Luc-Wee1K328M stability, luciferase luminescence; 100% = proteasome inhibitor MG132 effect. reporter increase, % at 5 µM. hit rate 1.2% among 220,000;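 active = activation above the mean of all tested compounds plus 3 SD, set per screening run, cut at about 8.8% in these data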;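 also: cells exposed to compound for 20 h before luminescence read; 0% = DMSO alone and 100% = MG132 at 30 µM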
PERK inh = inhibitors of human PERK kinase; CHO PERK-DD fusion, SEAP luminescence translation reporter; inhibition, % at 5.6 µM; hit rate 0.17% among 220,000;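 active = inhibition above the mean inhibition of all tested compounds plus 3 SD, set separately per screening campaign, cut at about 2.9% in these data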;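 also: PERK kinase domain activated by AP20187 dimerizer at 100 nM; 0% = DMSO with dimerizer and 100% = rapamycin at 8.4 µM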
BaF3 tox = reduces parental Ba/F3 cell viability, JAK2V617F counter-screen; CellTiter-Glo ATP luminescence; inhibition, % at 5.6 µM; hit rate 1.1% among 220,000; AID 1486;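 active = inhibition above a per-campaign cutoff, the mean inhibition of all tested compounds plus 3 SD, cut at about 27% in these data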;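 also: 0% = DMSO wells and 100% = JAK Inhibitor I control wells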
Ba/F3 V617F tox = lowers viability of Ba/F3 cells expressing EpoR and JAK2V617F. ATP luminescence. inhibition, % at 5.6 µM. hit rate 1.1% among 220,000. AID 1446;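 active = inhibition above the campaign mean plus 3 SD over all tested compounds, cut at about 24% in these data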;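 also: cytokine-independent growth of Ba/F3 cells driven by EpoR plus mutant JAK2; 0% = DMSO-treated cells and 100% = JAK inhibitor I control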
S1P4 ag = human S1P4 receptor agonism; O95977; hit rate 0.35% among 220,000; S1P4-expressing cell line, agonist reporter assay; activation, % at 4.98 µM; in the data active = activation above about 11%;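 also: 0% = DMSO vehicle and 100% = reference agonist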
Target sequence (O95977 whole entry, looked up): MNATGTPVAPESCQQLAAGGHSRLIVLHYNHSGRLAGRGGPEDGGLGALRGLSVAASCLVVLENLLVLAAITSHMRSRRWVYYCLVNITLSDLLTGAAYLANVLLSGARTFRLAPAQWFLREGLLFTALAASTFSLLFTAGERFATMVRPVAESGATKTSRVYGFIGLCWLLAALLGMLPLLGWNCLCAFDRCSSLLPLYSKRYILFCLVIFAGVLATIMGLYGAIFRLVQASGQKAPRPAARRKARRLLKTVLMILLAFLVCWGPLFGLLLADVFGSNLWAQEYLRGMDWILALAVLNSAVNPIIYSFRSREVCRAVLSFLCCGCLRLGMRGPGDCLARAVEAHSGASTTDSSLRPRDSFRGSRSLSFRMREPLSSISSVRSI
S1P4 antag = antagonists of human S1P4 receptor; O95977; S1P4-expressing cells, antagonist mode, reporter read-out; inhibition, % at 4.98 µM; hit rate 0.26% among 220,000; in the data active = inhibition above about 29%;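 also: 0% = wells stimulated with agonist and 100% = vehicle wells without agonist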
eIF4E-4G inh = blocks eIF4E binding to eIF4G | TR-FRET eIF4E-eIF4GI(517-606) binding, 2 h | hit rate 0.37% among 220,000 | inhibition, % at 21.7 µM | AID 782 | P63073+Q04637;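 active = inhibition above about 30%, limit read from the data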;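 also: 0% = full FRET control wells and 100% = background wells lacking eIF4GI fragment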
NPY2 pot ag = human NPY-Y2 potentiation or agonism, primary screen; activation, % at 3.6 µM; cells expressing NPY-Y2, potentiator/agonist read-out; hit rate 0.45% among 220,000; P49146; AID 1359; in the data active = activation above about 27%;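 also: cells stimulated with NPY near EC25 plus isoproterenol at EC100; 0% = vehicle plus submaximal agonist and 100% = vehicle plus saturating agonist; some results beyond the cut were filed as inactive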
MDM2 E3 inh = Mdm2 E3 ligase (human) inhibition. Q00987. cell-based MDM2 ubiquitination luciferase reporter, 2 h; 0 = plate control, 100 = twice control, blank-subtracted. signal enhancement, % at 5 µM. hit rate 0.11% among 210,000. AID 1230;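 active = signal enhancement of 30% or more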;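 also: luminescence tracks abundance of the self-degrading MDM2-luciferase fusion protein; higher signal means inhibition of MDM2 E3 ligase activity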
Target sequence (Q00987 whole entry, looked up, the tested form may be a part): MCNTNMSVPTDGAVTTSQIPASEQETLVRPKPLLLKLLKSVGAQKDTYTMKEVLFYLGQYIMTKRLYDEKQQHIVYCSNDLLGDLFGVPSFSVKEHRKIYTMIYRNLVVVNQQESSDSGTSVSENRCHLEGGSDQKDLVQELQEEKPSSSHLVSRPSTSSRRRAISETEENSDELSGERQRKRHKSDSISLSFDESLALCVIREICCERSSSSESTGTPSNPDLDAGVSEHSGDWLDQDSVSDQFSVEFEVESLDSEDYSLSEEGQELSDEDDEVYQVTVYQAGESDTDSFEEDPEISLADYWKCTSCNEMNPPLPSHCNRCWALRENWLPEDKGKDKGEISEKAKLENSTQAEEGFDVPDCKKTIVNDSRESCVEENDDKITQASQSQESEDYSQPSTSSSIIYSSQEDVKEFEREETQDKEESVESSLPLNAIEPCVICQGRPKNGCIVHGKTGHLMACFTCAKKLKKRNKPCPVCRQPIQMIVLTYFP
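Timing – 2 h compound exposure at 37 °C · Assay system – mammalian cells stably expressing self-ubiquitinating, self-degrading MDM2 E3–luciferase fusion · Amount – 2000 cells seeded into each well · Measure – % luminescence enhancement versus blank-corrected plate control mean · Measured by – SteadyLite luminescence, 15 min reagent step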
* = called active by the depositor; . = not tested or not shown; [ ] = remark or other dose. An unsorted share of the library. Share with any hit: about 4.1%.

Values run as follows: Wee1 stabilizer | PERK inh | BaF3 tox | Ba/F3 V617F tox | S1P4 ag | S1P4 antag | eIF4E-4G inh | NPY2 pot ag | MDM2 E3 inh
1	Cc1cc(CNC(=O)Nc2ccc3c(c2)OCO3)nn1C
 : 5.8 | 0.6 | 3.3 | -2.4 | -0.6 | 16.7 | -3.3 | 4.6 | 6.8
2	Cc1ccsc1C1NC(=O)c2ccccc2N1 (centres undefined)
 : 3.2 | 0.6 | -2.0 | -4.2 | -4.7 | -21.7 | 0.2 | -2.7 | -6.3
3	COc1ccc(N2CCN(C3=CC(=O)N(c4cccc(Cl)c4)C3=O)CC2)cc1
 : 0.2 | 0.4 | 1.7 | -0.4 | -0.3 | 5.2 | -2.0 | -11.9 | -8.0
4	Cc1ccc(C(=O)CC2(O)C(=O)N(C)c3ccccc32)s1 (centres undefined)
 : -1.0 | 0.5 | 4.9 | -1.6 | 0.7 | 4.9 | 3.3 | -1.0 | -10.9
5	COC(=O)C1CCN(CC(=O)Nc2ccc(OC)c(Cl)c2)CC1
 : -3.5 | -0.4 | -1.7 | -2.6 | 2.1 | 7.1 | 1.2 | 4.0 | -7.5
6	CN(CC(=O)Nc1ccc(F)cc1)C(=O)COc1ncnc2ccccc12
 : 5.7 | -0.3 | -1.3 | 1.1 | -0.3 | 8.3 | -1.5 | 1.6 | -11.8
7	N#Cc1c(N)oc(-c2ccc3c(c2)OCO3)c1-c1ccc2c(c1)OCO2
 : -0.1 | -1.3 | 5.9 | 3.9 | 1.4 | -0.1 | 3.4[fluorescence artefact?] | -18.6 | -16.5
8	Oc1ccccc1C1=NCCNC(C(F)(F)F)=C1
 : -3.2 | 2.6 | 0.6 | -2.4 | 0.0 | -20.8 | 1.1 | 9.7 | -10.2
9	Cc1ccc2cc(C)c3nnc(SCC(=O)Nc4nc5c(s4)CCCC5)n3c2c1
 : -1.8 | 1.3 | 4.5 | 0.2 | 1.2 | 11.9 | 4.4 | -5.0 | 3.6
10	O=C(Nc1ccc(N2CCN(C(=O)c3ccc(Cl)cc3)CC2)cc1)c1ccc2c(c1)OCCO2
 : -2.4 | -1.8 | 9.5 | 3.2 | -1.4 | 7.2 | -9.9 | 2.6 | -8.9
11	CCN(CC)CCn1c2ccccc2c2nc3ccc([N+](=O)[O-])cc3cc21
 : 0.5 | 0.5 | 76.5* | 77.7* | 1.5 | -38.0 | 2.2 | 7.4 | -11.1
12	CCCc1cc(=O)n2[nH]c(NCc3ccccc3Cl)nc2n1
 : 2.5 | 0.7 | -0.5 | -0.6 | -0.2 | 4.0 | 1.5 | -4.2 | -5.4
13	O=C(CSc1ncn[nH]1)NCCc1ccccc1
 : -0.2 | 1.1 | -0.8 | -4.0 | -1.2 | -2.7 | -1.0 | 16.3 | -3.3
14	O=C(Nc1ccc(-c2nc3ccccc3o2)cc1)c1ccc2c(c1)OCO2
 : -2.7 | -0.7 | 2.8 | 0.6 | -2.8 | 8.2 | -22.3 | -8.0 | -21.7
15	CCn1c(CNc2ccc(C(=O)O)cc2)nc2ccccc21
 : -2.4 | -0.7 | 2.5 | 2.5 | 2.5 | -10.6 | 7.3 | -3.3 | -12.9

Single records (already shown):
Cc1ccc2cc(C)c3nnc(SCC(=O)Nc4nc5c(s4)CCCC5)n3c2c1 reads Wee1 stabilizer: -1.8; PERK inh: 1.3; BaF3 tox: 4.5; Ba/F3 V617F tox: 0.2; S1P4 ag: 1.2; S1P4 antag: 11.9; eIF4E-4G inh: 4.4; NPY2 pot ag: -5.0; MDM2 E3 inh: 3.6
Cc1ccsc1C1NC(=O)c2ccccc2N1 (centres undefined) reads Wee1 stabilizer: 3.2; PERK inh: 0.6; BaF3 tox: -2.0; Ba/F3 V617F tox: -4.2; S1P4 ag: -4.7; S1P4 antag: -21.7; eIF4E-4G inh: 0.2; NPY2 pot ag: -2.7; MDM2 E3 inh: -6.3
COC(=O)C1CCN(CC(=O)Nc2ccc(OC)c(Cl)c2)CC1 reads Wee1 stabilizer: -3.5; PERK inh: -0.4; BaF3 tox: -1.7; Ba/F3 V617F tox: -2.6; S1P4 ag: 2.1; S1P4 antag: 7.1; eIF4E-4G inh: 1.2; NPY2 pot ag: 4.0; MDM2 E3 inh: -7.5

Later entries
Values run as follows: Wee1 stabilizer | PERK inh | BaF3 tox | Ba/F3 V617F tox | S1P4 ag | S1P4 antag | eIF4E-4G inh | NPY2 pot ag | MDM2 E3 inh
16	O=C(COC(=O)C1CCN(S(=O)(=O)c2cccs2)CC1)Nc1ccc(F)cc1F
 : 1.9 | -0.1 | 0.1 | -5.1 | 1.0 | -0.4 | -1.9 | -4.0 | -16.4
17	C=CCN1C(=O)/C(=C/c2ccc(N(C)C)cc2)S/C1=N\c1nnc(CC)s1
 : -1.8 | -0.3 | 3.4 | -2.6 | -0.3 | -15.8 | 0.3 | -6.4 | -2.9
18	CCN(CC)S(=O)(=O)c1cccc(C(=O)NC(Cc2c[nH]c3ccccc23)c2nnc3n2CCCCC3)c1 (centres undefined)
 : -0.5 | -0.1 | 4.4 | 5.0 | -4.2 | -15.5 | 5.0 | -22.2 | -13.7
19	N#C/C(=C/c1cn[nH]c1-c1cccc(Br)c1)C(=O)O
 : 3.9 | 1.1 | -0.4 | -1.5 | 1.0 | -3.2 | -4.0 | -10.8 | -10.0
20	O=c1cc(O)c(-c2ccc(Cl)cc2)c(Cl)[nH]1
 : -4.0 | 1.2 | -5.0 | -3.8 | -0.2 | 6.1 | -4.1 | -11.6 | .
21	O=C(COC(=O)c1ccc(=O)n(Cc2ccccc2)n1)Nc1ccc2c(c1)OCCO2
 : 2.5 | 0.8 | 7.5 | -2.7 | 0.3 | -3.9 | -11.3[fluorescence artefact?] | -14.3 | -10.0
22	CCc1[nH]nc2c1C(c1ccc(Br)s1)C(C#N)=C(N)O2 (centres undefined)
 : 0.1 | 0.4 | -0.5 | -0.7 | 0.6 | -17.2 | 9.1 | 3.0 | -10.8
23	COc1ccc(NC(=O)c2cn3c(nc4ccccc43)c(C#N)c2C)cc1
 : 4.0 | 0.0 | -6.5 | -4.0 | -0.5 | -13.9 | -4.4 | -2.2 | .
24	COc1cc(NC(=O)COC(=O)C=C(C)C)c(C)cc1[N+](=O)[O-]
 : 0.1 | 0.5 | 9.1 | -0.8 | 0.5 | -15.4 | 8.2 | -3.3 | -2.9
25	Clc1ccccc1/C=C/c1nc(-c2ccccn2)no1
 : -4.3 | 1.3 | 1.7 | -1.5 | 1.8 | -5.3 | -7.7 | -13.4 | -84.5
26	Cc1cccc2cc(C#N)c(NCc3ccccc3)nc12
 : -2.1 | 0.8 | 0.1 | -4.6 | -2.7 | 5.0 | -4.9 | -22.3 | 1.2
27	COCc1cc(C)nc(N/N=C/c2ccc(-c3cc(C(=O)O)ccc3Cl)o2)c1C#N
 : -2.9 | 1.3 | 5.1 | 0.5 | 0.3 | -10.1 | 3.9 | 7.4 | 3.6
28	CC(=O)N1c2ccccc2NC2=C(C(=O)CC(C)(C)C2)C1c1cccn1C (centres undefined)
 : 0.3 | 0.7 | 8.2 | 3.3 | 0.3 | -1.9 | -0.2 | -7.8 | -9.1
29	C=CCn1c(=N)n(CC(=O)c2ccc(OC)cc2)c2ccccc21
 : -3.7 | -0.9 | 0.9 | -2.1 | 0.2 | 11.4 | -1.5 | -28.9 | 0.1
30	Cc1ccc(N2C(=O)CC(Cc3cccc(C)c3)C2=O)cc1 (centres undefined)
 : -0.1 | 0.3 | 7.3 | -3.5 | -0.6 | 5.8 | -1.7 | -5.7 | 2.8
31	COC(=O)Nc1ccc2c(c1)N(C(=O)CCN1CCN3CCCC3C1)c1ccccc1S2 (centres undefined)
 : 5.2 | -1.5 | 5.2 | 5.4 | -1.6 | 8.6 | -5.1[fluorescence artefact?] | -7.5 | -8.0
32	Cc1oc(-c2ccc(Cl)cc2)[n+]([O-])c1C
 : -1.9 | -1.4 | 5.0 | 5.7 | 1.9 | -2.1 | 1.6 | 4.0 | -13.2
33	Cc1cccc(C)c1NC(=O)C1(N(C(=O)c2ccccn2)c2ccc(O)cc2)CCCCC1
 : -2.9 | -0.2 | 3.4 | 4.4 | 0.1 | -32.3 | 1.4 | 1.9 | -14.5
34	Nn1c(SCC(=O)NCCC2=CCCCC2)nnc1C(F)(F)F
 : -1.9 | 0.8 | 4.2 | -1.1 | -0.8 | 9.0 | 2.9 | -1.9 | -19.5
35	O=C1CC(C(=O)Nc2ccc(Cl)cc2)S/C(=N\N=C\c2ccco2)N1 (centres undefined)
 : -1.8 | 1.1 | -0.6 | 0.0 | -0.8 | 3.7 | -6.7 | -0.2 | -8.5
36	CCc1ccc(NC(=O)CSCCN2C(=O)c3ccccc3C2=O)cc1
 : -1.9 | 0.4 | 1.3 | -3.1 | 5.2 | -15.7 | -0.6 | -5.0 | -5.1
37	Cc1ccc(/C=C2/C(=O)N=C(N)N2C)s1
 : 0.7 | 0.6 | 3.7 | 1.0 | 2.6 | -16.5 | 5.3[fluorescence artefact?] | -6.5 | -3.8
38	CCOC(=O)C1CCN(c2c(NCc3ccc(C(=O)Nc4ccc(C)cc4)cc3)c(=O)c2=O)CC1
 : 1.4 | 1.2 | 3.6 | -7.8 | 0.1 | -9.4 | 3.1 | -18.1 | -17.6
39	Cc1cc(C(=O)Nc2c(C)n(C)n(-c3ccccc3)c2=O)on1
 : -0.5 | 0.4 | 7.0 | -3.5 | 1.7 | -20.1 | -2.2[fluorescence artefact?] | 10.3 | -10.5
40	Cc1cc(N2CCOCC2)ccc1/C=C1\NC(=O)N(CC(=O)Nc2ccc(F)cc2)C1=O
 : 8.1 | -0.6 | 3.3 | 0.1 | 0.4 | -1.2 | 7.2 | 12.7 | -1.3
41	CCCc1cc(C(N)=O)c(NC(C)=O)s1
 : 0.4 | 0.1 | 0.5 | 1.5 | 0.4 | -20.2 | -0.9[fluorescence artefact?] | 0.3 | -22.6
42	Cc1nc(NCC2CC2)c2nnn(Cc3ccccc3)c2n1
 : -3.4 | -1.2 | 3.4 | 1.3 | 2.9 | 4.6 | 4.2 | 1.3 | -4.0
43	COc1ccc(/C=N/NC(=O)c2cccc(NC(=O)c3ccc(F)cc3)c2)c(C(=O)O)c1OC
 : -1.7 | 0.8 | 0.8 | -5.0 | 1.3 | -1.2 | -2.6 | 0.9 | -18.4
44	FC(F)(F)COc1ccc(-n2ccnc2)nn1
 : 3.1 | 0.6 | 5.0 | 4.0 | 0.2 | -3.1 | 5.0 | 8.3 | -17.1
45	Cc1ccc(N2CC(C(=O)N3CCCc4ccccc43)CC2=O)cc1 (centres undefined)
 : 2.9 | -1.1 | 1.7 | -0.9 | 3.0 | -15.2 | -0.1 | 0.2 | -20.7
46	Nc1c(C(=O)NCC2CCCO2)sc(=S)n1-c1ccccc1 (centres undefined)
 : 1.4 | 0.9 | 6.4 | -1.1 | 1.7 | -18.4 | 9.1 | 6.7 | -30.9
47	CC1CCN(S(=O)(=O)N2CCC(C(=O)N3CCC(N(C)CC4CCCO4)CC3)CC2)CC1 (centres undefined)
 : 0.8 | 0.3 | 5.9 | -2.3 | 1.6 | -9.7 | -4.8 | 2.0 | -18.5
48	CCn1ncc([N+](=O)[O-])c1C(=O)NC1CCCCC1
 : -0.6 | 0.6 | 1.5 | 0.0 | -0.1 | 2.9 | 1.5 | -5.3 | -2.0
